Source: PubChem (Sanford-Burnham Center for Chemical Genomics)
HKDC1 inhibitor – HKDC1 hexokinase inhibitors, primary screen, biochemical, fluorescence, uHTS. Q2TB90. recombinant HKDC1, G6PDH/diaphorase resazurin coupled fluorescence. inhibition, % at 20 µM. actives 0.16% (n = 340,000). AID 493160, 2011;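 active = inhibition above about 35% when tested at 20 µM, limit read from the data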;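 also: plate controls were DMSO wells with enzyme for no effect and DMSO wells lacking enzyme for full effect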
Target sequence (Q2TB90 whole entry, looked up): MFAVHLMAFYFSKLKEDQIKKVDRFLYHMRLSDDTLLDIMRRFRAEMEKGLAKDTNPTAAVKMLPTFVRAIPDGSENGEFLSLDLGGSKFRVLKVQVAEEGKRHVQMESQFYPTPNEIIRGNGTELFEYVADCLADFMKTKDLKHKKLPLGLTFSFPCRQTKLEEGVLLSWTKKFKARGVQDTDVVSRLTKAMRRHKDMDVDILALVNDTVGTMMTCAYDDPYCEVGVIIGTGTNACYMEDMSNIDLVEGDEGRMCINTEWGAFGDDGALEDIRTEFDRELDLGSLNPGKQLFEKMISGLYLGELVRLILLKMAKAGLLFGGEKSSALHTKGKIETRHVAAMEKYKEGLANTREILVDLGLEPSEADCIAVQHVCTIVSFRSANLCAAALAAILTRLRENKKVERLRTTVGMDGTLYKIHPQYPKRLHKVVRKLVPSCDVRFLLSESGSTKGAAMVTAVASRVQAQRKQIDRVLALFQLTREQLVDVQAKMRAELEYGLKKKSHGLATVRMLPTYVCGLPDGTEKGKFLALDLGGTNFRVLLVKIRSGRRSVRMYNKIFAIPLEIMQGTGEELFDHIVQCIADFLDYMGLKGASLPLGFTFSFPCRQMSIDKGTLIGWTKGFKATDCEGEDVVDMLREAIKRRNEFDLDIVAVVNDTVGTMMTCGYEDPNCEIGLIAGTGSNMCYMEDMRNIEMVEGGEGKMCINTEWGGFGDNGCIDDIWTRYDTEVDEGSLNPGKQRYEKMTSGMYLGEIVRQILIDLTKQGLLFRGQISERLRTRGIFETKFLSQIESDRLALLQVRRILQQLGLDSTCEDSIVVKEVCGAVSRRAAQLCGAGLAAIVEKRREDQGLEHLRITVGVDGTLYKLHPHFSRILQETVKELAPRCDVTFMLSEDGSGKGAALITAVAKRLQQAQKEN
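test system = in-house recombinant HK5 (HKDC1) enzyme | amount = HKDC1 at 5 µg/mL | control set = DMSO-enzyme wells negative, buffer-substituted wells positive | compound = one dose of 20 µM, 1% DMSO | schedule = reaction time 90 min, room temperature, protected from light | technique = resorufin fluorescence at 613 nm | reagent = glucose with 1 mM ATP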
SENP7 block – SENP7 protease inhibitors, primary screen, biochemical, luminescence, uHTS. recombinant SENP7, Z-RLRGG-aminoluciferin luminescence, 40 min. inhibition, % at 5 µM. actives 1.5% (n = 330,000). AID 434973, 2010;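 active = inhibition above about 50% at the single test dose, limit read from the data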;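 also: plate controls were DMSO with enzyme for no effect and no enzyme buffer wells for full effect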
SENP6 block – SENP6 protease inhibitors, primary screen, biochemical, luminescence, uHTS; Sentrin-specific protease 6 (Homo sapiens), Q9GZR1; Recombinant SENP6 catalytic domain, aminoluciferin luminescence; inhibition, % at 10 µM; actives 1.8% (n = 330,000);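 active = inhibition above about 50% at the single tested dose, limit read from the data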;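 also: plate controls were DMSO wells with enzyme for no effect and DMSO wells lacking enzyme for full effect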
Apaf-1 inh – inhibitors of human Apaf-1 apoptosome, primary screen, biochemical, DEVD-Rh110 fluorescence, uHTS; Apoptotic protease-activating factor 1 (Homo sapiens), O14727; reconstituted apoptosome caspase-3 activity; inhibition, % at 20 µM; actives 0.71% (n = 330,000); active = inhibition of at least 40% at 20 µM;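 also: plate controls were DMSO wells for no effect and DEVD-CHO caspase inhibitor wells for full effect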
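Material: reconstituted apoptosome with Apaf-1, cytochrome c, caspase-9, procaspase-3, dATP. Technique: Rh110 fluorescence intensity. Buffer or medium: pH 7.5 Hepes buffer with CHAPS, BSA, DTT. Times: 30 min plus 50 min, RT.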
SENP8 block-1 – SENP8 protease inhibitors, primary screen, biochemical, luminescence; purified SENP8, Z-RLRGG-aminoluciferin cleavage; inhibition, % at 10 µM; actives 1.2% (n = 330,000); AID 2540, 2010; in the data active = inhibition above about 50%
SENP8 block-2 – human SENP8 protease inhibitors, primary screen, biochemical, fluorescence, Nedd8 protein substrate, uHTS; AID 602440, 2012; inhibition, % at 20 µM; actives 0.64% (n = 360,000); recombinant SENP8; in the data active = inhibition mostly above about 40%, no sharp cut-off; inactive = mostly below about 27%
PfG6PD inh – PfG6PD enzyme inhibitors, primary screen, biochemical, fluorescence intensity, uHTS; inhibition, % at 20 µM; glucose-6-phosphate dehydrogenase-6-phosphogluconolactonase (Plasmodium falciparum 3D7); PfGluPho enzyme, NADPH resazurin-diaphorase fluorescence; AID 504690, 2011; actives 0.78% (n = 350,000);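 active = inhibition reaching at least a set limit at 20 µM in the primary screen, cut at about 59% in these data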;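 also: 0% = DMSO wells with substrate and 100% = DMSO wells lacking glucose-6-phosphate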
SENP1 FRET inh – human SENP1 catalytic domain inhibitors, primary screen, biochemical, FRET, uHTS. Sentrin-specific protease 1 (Homo sapiens), Q9P0U3. recombinant SENP1 catalytic domain, CyPet-SUMO1-YPet FRET cleavage. inhibition, % at 10 µM. actives 0.21% (n = 360,000). AID 624204, 2012;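 active = inhibition at least 30% at 10 µM, raw YFP signal under a set limit, fluorescence ratio 0.5 to 1.5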;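 also: 0% = enzyme with DMSO and 100% = no enzyme wells; some results filed as inactive read as strong as hits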
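Controls: no-enzyme wells low, DMSO-plus-enzyme wells high control. Test system: human recombinant His6-tagged SENP1 catalytic domain enzyme. Reagent: SFCypet-SUMO1-SFYpet FRET protein substrate, 25 nM final. Doses: one dose per compound, 10 µM, 0.5% DMSO. Detection: FRET, CFP and YFP emission. Timing: 50 min reaction at room temperature.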
* hit, by the source's call; · = not tested or not shown.

Letter code – A = HKDC1 inhibitor; B = SENP7 block; C = SENP6 block; D = Apaf-1 inh; E = SENP8 block-1; F = SENP8 block-2; G = PfG6PD inh; H = SENP1 FRET inh
> Oc1cc(O)c2c(c1)OC(c1ccc(O)c(O)c1)C(O)C2 (stereo not drawn)
  A: -8; B: -9; C: -14; D: -3; E: -5; F: 8; G: 5; H: -160
> COc1ccc(OC)c(NC(=O)CSc2nnc(CNC(=O)c3cccs3)o2)c1
  A: -3; B: 4; C: 1; D: -9; E: -1; F: 6; G: 13; H: 1
> CCCN1C(=O)NC2(O)C(=O)c3ccccc3C12O (stereo not drawn)
  A: 1; B: 7; C: -25; D: -7; E: -6; F: 26; G: -10; H: 0
> O=[N+]([O-])c1ccc(Cl)cc1CNc1ccc(F)c(F)c1
  A: -5; B: -3; C: 12; D: 9; E: -5; F: -166; G: 3; H: -3
> COc1cc(NC(=S)NCc2ccco2)c(OC)cc1Cl
  A: -6; B: 11; C: -17; D: 8; E: 0; F: 3; G: -9; H: -1
> CC(C)Cn1c2c(c(=O)[nH]c1=O)C(C(F)(F)F)(C(F)(F)F)N=C(CCC1CCCCC1)N2
  A: -15; B: -5; C: -10; D: 20; E: 0; F: -48; G: 3; H: -2
> Cc1ccc(C)c2nc3sc(C(=O)N4CCOCC4)c(N)c3cc12
  A: 7; B: -3; C: 15; D: 10; E: -5; F: -152; G: 44; H: 21
> COc1ccc(OC)c(NC(=O)c2cccnc2Sc2cc(C)ccc2C)c1
  A: 0; B: -2; C: -11; D: 17; E: -10; F: 7; G: -1; H: 1
> COc1cc(-c2noc(C)c2C#Cc2ccccn2)cc(OC)c1OC
  A: 1; B: -5; C: -8; D: 5; E: 0; F: -1; G: 5; H: -4
> COC(=O)c1[nH]c(C)c(/C(O)=C2\C(=O)C(=O)N(CCN(C)C)C2c2cccs2)c1C (stereo not drawn)
  A: -7; B: 1; C: -1; D: -11; E: -9; F: 13; G: -5; H: 1
> CCOc1ccc(-c2c(C(=O)N/N=C/c3ccc(O)cc3)nnn2-c2nonc2N)cc1
  A: 1; B: -6; C: 6; D: 5; E: -2; F: -43; G: 0; H: -1
> CC(C)C(=O)Nc1cc(S(=O)(=O)Nc2cccc(Cl)c2)ccc1Cl
  A: 17; B: 5; C: -12; D: -7; E: -6; F: 1; G: 15; H: 3
> O=C(OCc1ccccc1F)c1cnc(Cl)c(Cl)c1
  A: -4; B: -7; C: -17; D: 11; E: -2; F: 1; G: -8; H: 3
> Cc1cccc(C(C)C)c1NC(=O)CSc1ncnc2[nH]ncc12
  A: -3; B: 12; C: -13; D: 1; E: -5; F: -19; G: 11; H: 0
> COc1cc(CNCc2ccccc2)ccc1OCC(O)c1ccccc1 (stereo not drawn)
  A: -3; B: -5; C: -12; D: 5; E: -15; F: 12; G: 13; H: 1
> CCCc1c2c(cc3c(=O)cc(C(=O)OCC)oc13)CCCC2
  A: 1; B: -2; C: -25; D: 26; E: -3; F: 13; G: 4; H: 2
> COc1ccccc1CN1CC(C(=O)N(C)Cc2ccc(C)o2)CCC1=O (stereo not drawn)
  A: -10; B: -3; C: -2; D: 2; E: 4; F: 11; G: 11; H: -8
> COc1ccc(OCc2cc(C(=O)N(C)Cc3cnccn3)no2)c(Cl)c1
  A: 0; B: 6; C: -1; D: -4; E: 1; F: 3; G: -8; H: 1
> O=C1c2ccccc2C(=O)N1S(=O)(=O)c1ccccc1
  A: -2; B: -1; C: 5; D: -4; E: 2; F: 9; G: 1; H: 2
> COc1ccc(OC)c(N=c2ssnc2Cl)c1
  A: 3; B: 0; C: -4; D: 23; E: -8; F: 11; G: 82*; H: 3
> C/C(=C/C(=O)Nc1cccc(F)c1)N1CCCC1
  A: 3; B: -7; C: -24; D: 0; E: -4; F: 5; G: -20; H: -13
> CS(=O)(=O)N(CC(=O)NC1CCCCC1)c1cccc(F)c1
  A: -14; B: 2; C: -8; D: -6; E: -4; F: 6; G: 11; H: 0
> COc1ccc(NC(=O)c2cc(-c3ccccc3)nc3c2c(C)nn3-c2ccccc2)c(OC)c1
  A: -10; B: -116; C: -12; D: 1; E: -1; F: -2; G: -2; H: 4
> CCOC(=O)[C@H]1[C@H]2COc3cc(OC)ccc3[C@@H]2N2C(=O)N(c3ccc(Br)cc3)C(=O)[C@@]12C
  A: 0; B: -2; C: -10; D: 16; E: -4; F: 11; G: 10; H: 3
> COc1ccc(/C=N/NC(=O)CNC(=O)c2ccncc2)cc1OC
  A: -7; B: -6; C: 8; D: 5; E: -6; F: 1; G: -3; H: -2
> CC(C)n1nnnc1SCC(=O)c1c(N)n(C2CC2)c(=O)[nH]c1=O
  A: -4; B: 0; C: -4; D: 1; E: -4; F: -2; G: -4; H: 0
> COc1ccc(N2C(=O)C(CC(=O)Nc3ccccc3)N(Cc3ccc4c(c3)OCO4)C2=O)cc1 (stereo not drawn)
  A: -2; B: -8; C: -3; D: -12; E: 1; F: 8; G: -7; H: 1
> O=C(O)CCN1C(=O)C(=C2CCCCCC2)SC1=S
  A: -8; B: 2; C: 10; D: -3; E: 0; F: 18; G: -24; H: 1
> O=C(CSc1ncn[nH]1)NN(c1ccccc1)c1ccccc1
  A: -13; B: -3; C: -11; D: -14; E: -1; F: 2; G: 4; H: 0
> CN(CC(=O)Nc1ccccc1)CC(=O)Nc1ccc(F)cc1
  A: -5; B: -8; C: -29; D: 12; E: -10; F: 6; G: 6; H: 1
> CC[C@@]1(C(=O)OC)N[C@H](CN(C)C(=O)C2CCCCC2)[C@@H]2C(=O)N(C)C(=O)[C@@H]21
  A: 9; B: 2; C: -4; D: -11; E: 7; F: 8; G: -14; H: 0
> O=S1(=O)CCOC[C@H](Cc2ccccc2)N1Cc1cccc(C(F)(F)F)c1
  A: 0; B: -3; C: -17; D: 18; E: -7; F: 14; G: 8; H: 0
> COC(C(=O)Nc1cc([N+](=O)[O-])ccc1C)c1ccccc1 (stereo not drawn)
  A: -9; B: 4; C: -15; D: -7; E: 4; F: 15; G: 8; H: 0
> O=C(NNC(=O)C1CCN(S(=O)(=O)c2ccc(Cl)cc2)CC1)c1ccc(S(=O)(=O)N2CCCCC2)cc1
  A: -3; B: -2; C: 6; D: 6; E: -9; F: -4; G: 9; H: 1
> Clc1ccccc1CN(Cc1ccccc1)C(c1cccs1)c1nnnn1C1CCCC1 (stereo not drawn)
  A: 0; B: 2; C: -17; D: 10; E: 0; F: 21; G: 19; H: 1
> CCOc1ccccc1NC(=O)COC(=O)C(CC(C)C)N1C(=O)C2CC=CCC2C1=O (stereo not drawn)
  A: -8; B: -7; C: -34; D: 11; E: -5; F: 7; G: 18; H: 2
> CCOC(=O)c1c(C(F)(F)F)cc(-c2ccc(F)cc2)nc1C
  A: 14; B: 0; C: 3; D: 11; E: -2; F: 1; G: 3; H: 0
> C(=N\Nc1nccc(-c2cccnc2)n1)/c1ccccc1
  A: 0; B: 4; C: -14; D: -19; E: -14; F: -3; G: 7; H: -1
> CCOc1cc2[nH]c(=S)n(CCCN3CCOCC3)c(=O)c2cc1OCC
  A: 1; B: -3; C: -9; D: 5; E: -7; F: 12; G: 32; H: 0
> COC(=O)COc1coc(CN2CCN(c3cccc(Cl)c3)CC2)cc1=O
  A: 0; B: 4; C: 1; D: 4; E: -9; F: 12; G: -11; H: 1
> CCN1CCN(S(=O)(=O)c2c(C)[nH]c(C)c2C(=O)N2CCCCC2)CC1
  A: -6; B: 9; C: -2; D: 0; E: 1; F: 18; G: -1; H: -1
> NC(=O)C1CCN(c2ncccc2[N+](=O)[O-])CC1
  A: -6; B: -1; C: -6; D: 0; E: 0; F: 22; G: 12; H: 2
> Cc1ccc(C)c(NC(=O)CCN2CC(C)OC(C)C2)c1 (stereo not drawn)
  A: -12; B: 7; C: -1; D: 3; E: 0; F: 8; G: -12; H: 2
> COc1ccc(OC)c(NC(=O)C(=O)NCc2ccncc2)c1
  A: -4; B: 9; C: -15; D: -15; E: 1; F: 8; G: -11; H: 0
> C[C@H](CO)N1C[C@H](C)[C@@H](CN(C)S(C)(=O)=O)Oc2ccc(NC(=O)CCN3CCOCC3)cc2C1=O
  A: -3; B: 7; C: -4; D: -2; E: -5; F: -28; G: -3; H: 0
> COc1ccc(-c2noc(N3CCC(C(=O)NCCCN4CCCC(C)C4)CC3)n2)cc1 (stereo not drawn)
  A: -2; B: 1; C: -14; D: 5; E: -11; F: 27; G: 13; H: 2
> CCOc1ccc(NC(=O)CN(C)C(=O)C2CSC3(C)CCC(=O)N23)cc1OCC (stereo not drawn)
  A: 2; B: 4; C: -5; D: -10; E: 5; F: 7; G: -14; H: 2
> O=C(C=Cc1ccccc1)c1c[nH]c2ccccc2c1=O
  A: 15; B: ·; C: ·; D: ·; E: ·; F: -15; G: -3; H: 0
> CCOC(=O)C1CCN(c2ncnc3cc(OC)c(OC)cc23)CC1
  A: -2; B: -2; C: -8; D: -26; E: 2; F: 0; G: 4; H: 0
> CCOc1ccc(Cn2nnc(C(=O)NCc3ccccc3)c2N)cc1
  A: -3; B: 0; C: -3; D: -1; E: 7; F: 9; G: -4; H: -1

An excerpt of these results, with values under each structure:
Value order: HKDC1 inhibitor, SENP7 block, SENP6 block, Apaf-1 inh, SENP8 block-1, SENP8 block-2, PfG6PD inh, SENP1 FRET inh
> CCOc1cc2[nH]c(=S)n(CCCN3CCOCC3)c(=O)c2cc1OCC
  1, -3, -9, 5, -7, 12, 32, 0
> COc1cc(CNCc2ccccc2)ccc1OCC(O)c1ccccc1 (stereo not drawn)
  -3, -5, -12, 5, -15, 12, 13, 1
> COc1ccc(NC(=O)c2cc(-c3ccccc3)nc3c2c(C)nn3-c2ccccc2)c(OC)c1
  -10, -116, -12, 1, -1, -2, -2, 4
> COc1ccc(OCc2cc(C(=O)N(C)Cc3cnccn3)no2)c(Cl)c1
  0, 6, -1, -4, 1, 3, -8, 1
> C[C@H](CO)N1C[C@H](C)[C@@H](CN(C)S(C)(=O)=O)Oc2ccc(NC(=O)CCN3CCOCC3)cc2C1=O
  -3, 7, -4, -2, -5, -28, -3, 0
